VP16 counter = Gal4-VP16 reporter inhibition counter-screen; Drosophila S2 Gal4-VP16 UAS-luciferase, luminescence, 20 h; Potency, µM (top dose mostly 53.6 µM), for inactives: at the highest dose activity, negative = inhibition, hits mostly inhibitors; hit rate 3.5% among 310,000; AID 2546;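 note: Gal4-VP16 expression switched on by copper sulfate through the metallothionein promoter; % is set by controls: 0 for no effect and ±100 for the full control effect; nearly all actives have a fitted effect of over 50% in size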
MBNL1 CUG block = MBNL1-poly(CUG) RNA binding inhibition; Potency, µM (series often up to 57.5 µM), for inactives: top-dose activity change, negative = inhibition, actives largely listed as inhibitors; Q9NR56; TR-FRET MBNL1-His/biotin-(CUG)12 binding, 665/545 ratio; hit rate 0.036% among 280,000; active = well fitted inhibition curve with a large enough effect in the signal ratio, with a control signal flat, not every such curve was filed as active; inconclusive = small, poorly fitted or top-dose-only effect, or effect the other way, or a change in a side signal; inactive = no such curve, though single readings can be large or run the other way; the % refers to the signal ratio; note: % is set by controls: 0 for no effect and ±100 for the full control effect
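Ratiometric TR-FRET (665 over 545 nm, excitation 340 nm) tracks disruption of MBNL1-His/biotin-(CUG)12 complex after 60 min at room temperature, with compounds at 92 nM to 58 uM final.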
NPC1 prom act = NPC1 promoter activation | Potency, µM (series often up to 9.22 µM), without a hit: at the highest dose activation, most hits filed as activators | Huh7 NPC1 promoter luciferase reporter, 24 h | hit rate 2.4% among 320,000;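 note: % of control where 0% means no effect; nearly all actives have a fitted effect of over 60% in size; reporter is driven by a mutant NPC1 promoter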
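Luciferase expression driven by the NPC1 promoter was measured in stably transfected Huh7 cells after a 24 h compound incubation, using a luciferase reagent and a luminescence read.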
BRCA1 expr up = BRCA1 expression activation; MCF7-BRCA1-FFLuc reporter, luminescence, 48 h; response scale: scaled: vehicle 0%, 10 µM genistein 100%; Potency, µM (series often up to 46.1 µM), without a hit: at the highest dose activation, usual class: activators; hit rate 1.1% among 380,000; AID 624202; note: nearly all actives have a fitted effect of over 80% in size; some results filed as inactive show a strong effect at the top dose
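Reporter cells (MCF7, BRCA1 promoter-firefly luciferase) received library compounds across a concentration series for 48 h. End-point luminescence was measured and concentration-effect curves derived after normalization.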
MLL CXXC-DNA inh = MLL CXXC-DNA interaction inhibition | MLL-CXXC / FITC-HOXA9 DNA fluorescence polarization | Potency, µM (titrated, usually from 115 µM), inactives show at the highest dose activity change, negative = inhibition, actives largely listed as inhibitors | hit rate 0.037% among 290,000 | AID 2662; active = well fitted inhibition curve with a large enough effect in the polarisation, with a control signal flat, not every such curve was filed as active; inconclusive = small, poorly fitted or top-dose-only effect, or effect the other way, or a change in a side signal; inactive = no such curve, though single readings can be large or run the other way; the % refers to the polarisation
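Steps: dispense CXXC domain solution (7 uM) → pin compounds or unlabeled HOX-A9 DNA control → 5 min ambient → add FLSN-HOX-A9 solution (50 nM) → spin → 30 min ambient → fluorescence polarization. Tris pH 7.5/NaCl/DTT/BSA buffer.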
Rab9 promoter act = activators of Rab9 promoter; hit rate 2.8% among 320,000; Potency, µM (doses to about 9.22 µM), for inactives: at the highest dose activation, negative = inhibition, usual class: activators; Huh7 Rab9 promoter-luciferase reporter, luminescence, 24 h; note: % of control where 0% means no effect; nearly all actives have a fitted effect of over 60% in size
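Huh7 cells stably carrying a Rab9 promoter-luciferase reporter, 1500 cells per well in OP-MEM I with 10% FBS, treated with compound 24 hours at 37C. Luciferase activity read by luminescence after 10 minutes with Amplite reagent.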
ELG1 genotox = induces genotoxicity in HEK293T cells with luciferase-tagged ELG1 | Potency, µM (series often up to 46 µM), for the others: at the top dose activity change, positive = activation, hits mostly activators | hit rate 1.3% among 330,000 | AID 504466 | HEK293T ELG1-luciferase reporter, luminescence, 16 h; note: % of control where 0% means no effect; nearly all actives have a fitted effect of over 60% in size
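Quantitative HTS format in 1536-well plates. HEK293T ELG1-luciferase reporter cells receive test compound and are incubated 16 hr at 37 °C, 5% CO2; ONE-Glo added, 30 min room temperature, then luminescence read.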
FLuc modulator = inhibits or activates purified firefly luciferase, miR-21 counter-screen; purified FLuc, Km substrates, luminescence inhibition; AID 588342; hit rate 6.9% among 360,000; Potency, µM (highest dose often 57.5 µM), for the others: top-dose activity change, negative = inhibition, hits mostly inhibitors; P08659;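 note: plate controls were vehicle for no effect and reference inhibitor for full effect; nearly all actives have a fitted effect of over 55% in size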
Target sequence (P08659 whole entry, looked up): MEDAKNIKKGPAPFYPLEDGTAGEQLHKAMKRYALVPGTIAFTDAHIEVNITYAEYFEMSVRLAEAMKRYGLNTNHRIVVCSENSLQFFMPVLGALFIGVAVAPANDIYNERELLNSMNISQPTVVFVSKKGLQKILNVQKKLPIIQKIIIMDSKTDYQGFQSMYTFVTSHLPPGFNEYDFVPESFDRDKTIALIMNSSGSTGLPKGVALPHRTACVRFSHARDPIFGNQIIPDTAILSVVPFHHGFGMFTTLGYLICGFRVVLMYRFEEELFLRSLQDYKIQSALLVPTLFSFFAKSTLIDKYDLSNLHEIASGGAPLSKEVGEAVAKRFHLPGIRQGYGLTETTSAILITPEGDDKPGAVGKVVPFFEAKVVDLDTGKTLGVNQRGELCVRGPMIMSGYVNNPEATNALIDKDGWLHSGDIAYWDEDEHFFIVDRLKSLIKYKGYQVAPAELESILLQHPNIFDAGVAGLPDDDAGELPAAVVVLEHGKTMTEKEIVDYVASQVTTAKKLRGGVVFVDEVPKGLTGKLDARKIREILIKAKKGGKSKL
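Purified P. pyralis luciferase, 10 nM final, with Km-level 10 uM D-luciferin and 10 uM ATP in 50 mM Tris acetate pH 7.5, 10 mM Mg acetate, 0.01% Tween-20, 0.05% BSA; 6-point qHTS titration about 60 µM downward; luminescence read.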
uPA generation = cell surface uPA generation inhibition; cell surface uPA generation assay, qHTS; Potency, µM (doses to about 38.3 µM), inactives show top-dose activity change, negative = inhibition, hits mostly inhibitors; hit rate 0.31% among 330,000; AID 540303; active = well fitted inhibition curve with a large enough effect; inconclusive = small, poorly fitted or top-dose-only effect; inactive = no such curve, though single readings can be large or run the other way; tested in mouse RAW 264.7 cells; note: % is set by controls: 0 for no effect and ±100 for the full control effect; nearly all actives have a fitted effect of over 55% in size
RORg inh = inhibitors of mouse ROR gamma transcriptional activity. P51450. Drosophila S2 Gal4-RORgamma UAS-luciferase reporter, 20 h. Potency, µM (top dose mostly 53.6 µM), inactives show at the top dose activity change, negative = inhibition, actives largely listed as inhibitors. hit rate 5.4% among 310,000. AID 2551; note: % is set by controls: 0 for no effect and ±100 for the full control effect; nearly all actives have a fitted effect of over 60% in size
Target sequence (P51450 whole entry, looked up, the tested form may be a part): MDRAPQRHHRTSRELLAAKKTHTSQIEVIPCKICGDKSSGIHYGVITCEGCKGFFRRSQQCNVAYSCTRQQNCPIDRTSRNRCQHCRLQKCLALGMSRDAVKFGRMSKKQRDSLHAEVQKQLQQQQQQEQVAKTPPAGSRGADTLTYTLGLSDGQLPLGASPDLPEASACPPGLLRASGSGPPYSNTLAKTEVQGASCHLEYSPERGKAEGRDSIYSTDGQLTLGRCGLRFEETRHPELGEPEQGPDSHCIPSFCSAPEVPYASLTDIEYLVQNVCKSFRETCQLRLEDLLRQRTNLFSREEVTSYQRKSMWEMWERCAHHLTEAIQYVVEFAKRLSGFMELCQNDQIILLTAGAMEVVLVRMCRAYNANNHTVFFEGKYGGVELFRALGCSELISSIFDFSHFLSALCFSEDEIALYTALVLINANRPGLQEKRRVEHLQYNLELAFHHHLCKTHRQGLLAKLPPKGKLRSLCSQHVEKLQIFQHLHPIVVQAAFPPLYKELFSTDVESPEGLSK
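Using a luciferase readout, inhibitors were identified by reduced reporter activity in Drosophila cells coexpressing a copper-inducible Gal4–ROR gamma fusion and UAS-driven Photinus luciferase, incubated 20 hr after 700 uM copper sulfate.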
p53 reactivator = restores transcriptional activity of mutant p53. H1299 p53-A138V BP100-luciferase reporter, luminescence, 24 h. Potency, µM (top dose mostly 92.2 µM), for inactives: at the highest dose activity change, positive = activation, hits mostly activators. hit rate 0.063% among 320,000. AID 504706; note: % of control where 0% means no effect; nearly all actives have a fitted effect of over 45% in size
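p53-null H1299 cells stably carrying temperature-sensitive p53-A138V and a BP100-luciferase reporter were pinned with compounds (4-point, 1:5 series) and held 24 hrs at 37 deg C. Luminescence was read 10 min after detection reagent.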
Numbers without * were called inactive; ? = inconclusive; · = not tested or not shown; [ ] = remark or other dose. Unless noted, calls come from the whole dose curve; as a rule, active = well fitted curve in the direction sought with a large enough effect; inconclusive = small, poorly fitted or top-dose-only effect, or another doubt; inactive = no such curve, though single readings can be large; an effect the other way counts as inactive or inconclusive. Potency is the fitted concentration of half-maximal effect. These rows are one share of the data; rates above refer to the full screens.

SMILES	VP16 counter	MBNL1 CUG block	NPC1 prom act	BRCA1 expr up	MLL CXXC-DNA inh	Rab9 promoter act	ELG1 genotox	FLuc modulator	uPA generation	RORg inh	p53 reactivator
COc1cc(-c2cc3nc4ccccc4n3c(N)c2C#N)cc(OC)c1OC	-7%	18%	1%	-21%	-4%	-10%	-4%	5%	1%	-6%	-8%
Cc1cccc(NC(=O)NCc2ccc3c(c2)cc(C)n3C)c1	?	?	4%	-19%	-2%	-4%	?	-3%	3%	-16%	1%
Cc1ccc(NC(=O)CC2C(=O)N(Cc3ccccc3)C(=S)N2NC(=O)c2cccc(F)c2)c(C)c1 (configuration not stated)	?	-5%	-1%	-61%	11%	-5%	-7%	1%	12%	?	-16%
CC(=O)Nc1ccc(C(=O)Cn2nnc3ccccc3c2=O)cc1	-2%	?	11%	71%	-4%	22%	14%	-15%	-4%	9%	?
Cc1ccc(CCNC(=O)CCNS(=O)(=O)c2ccc3c(c2)c(=O)n(C)c(=O)n3C)cc1	-11%	-5%	2%	2%	1%	-2%	-2%	-1%	12%	24%	-18%
CC(=O)Nc1ccc(NC(=O)C2CCCN2C(=O)NCc2ccccc2)cc1 (configuration not stated)	7%	-4%	0%	-12%	6%	-5%	-1%	1%	4%	-18%	5%
Cc1ccc(S(=O)(=O)NNc2ccccc2)c(C)c1	-16%	·	-3%	-2%	27%	-1%	-3%	8%	7%	-6%	0%
CC(=O)c1ccccc1NC(=O)COC(=O)c1c(C)nn(-c2ccccc2)c1C	·	·	14%	?	·	18%	1%	?	22%	·	-13%
CC(C)C1=Nc2cccc3cccc(c23)N1	-4%	22%	-2%	-12%	1%	0%	-2%	?	1%	-13%	-5%
Cc1ccc(/C(N)=N/OC(=O)c2ccc(Cl)cc2Cl)cc1	?	·	3.2µM*	26%	8%	2.5µM*	?	1.1µM*	-2%	?	?
COc1ccc([C@H]2CC(=O)C=C(c3ccc(OC)c(F)c3)C2)cc1	·	·	11%	56%	·	13%	4%	-2%	5%	·	?
COc1cc(/C=C/c2[nH]c(=O)[nH]c(=O)c2[N+](=O)[O-])cc(OC)c1O	-4%	2%	-7%	9%	?	-3%	-1%	?	-13%	-21%	18%
N#C/C(=C/c1ccc(N2CCCCC2)o1)C(=O)Nc1ccc(Cl)cc1	-12%	5%	2µM*	4.5µM*	?	2.2µM*	2.3µM*	0.6µM*	·	-10%	?
Cc1cc(=O)[nH]c(SCC(=O)OCc2ccccc2)c1C#N	4%	-15%	1%	-13%	-5%	-8%	7%	?	0%	10%	3%
Cc1cc(C)n(-c2ccc(C(=O)Nc3cccc(S(=O)(=O)N4CCCC4)c3)cc2)n1	?	1%	-21%	-26%	11%	-8%	-17%	-2%	-1%	?	-3%
O=C(c1ccccc1NS(=O)(=O)c1cccc(C(F)(F)F)c1)N1CCc2ccccc21	-10%	1%	-3%	-4%	27%	-5%	0%	1%	8%	15%	-8%
Cc1[nH]n(-c2cccc(Cl)c2)c(=O)c1C=NCc1ccco1	25%[10 µM]	5%	2µM*	11µM*	2%	1.1µM*	9.2µM*	1.5µM*	2%	?	1%
Cc1ccc(C(=O)NCc2ccco2)cc1S(=O)(=O)Nc1cccc(Cl)c1	-11%	-5%	0%	-26%	-6%	-2%	-6%	1%	2%	?	-12%
C/C(Cn1cnc([N+](=O)[O-])n1)=N\NC(=O)c1cccc(F)c1	?	?	-3%	3%	0%	-2%	1%	?	-8%	?	?
N#CC1=C2Nc3ccccc3N2C(=O)NC1(c1ccccc1)C(F)(F)F (configuration not stated)	9%	-3%	-5%	0%	8%	3%	3%	6%	3%	-8%	-1%
Cc1ccc2[nH]c(=O)c(COC(=O)c3cccs3)cc2c1	3%	·	-1%	-1%	-4%	-3%	1%	1%	1%	-7%	7%
Cn1nc(CC(=O)NCc2ccc(F)cc2)c2ccccc2c1=O	?	4%	0%	-7%	0%	2%	-5%	0%	-15%	22%	3%
Cc1nonc1NC(=O)CSc1ccccn1	-9%	3%	-1%	0%	0%	3%	-1%	0%	1%	-14%	2%
Cc1ccc(NC(=O)COc2coc(CN3CCc4ccccc43)cc2=O)cc1Cl	·	·	-6%	-5%	·	-10%	9%	0%	5%	·	-2%
CC1CCCCC1NC(=O)CCc1nc2sc3c(c2c(=O)[nH]1)CCCC3 (configuration not stated)	·	·	-10%	-7%	·	-2%	0%	-3%	1%	·	-1%

Records listed above marked active in Rab9 promoter act.
Molecule | MBNL1 CUG block | NPC1 prom act | MLL CXXC-DNA inh | Rab9 promoter act | uPA generation | RORg inh | p53 reactivator
Cc1ccc(/C(N)=N/OC(=O)c2ccc(Cl)cc2Cl)cc1 | · | 3.2µM* | 8% | 2.5µM* | -2% | ? | ?
N#C/C(=C/c1ccc(N2CCCCC2)o1)C(=O)Nc1ccc(Cl)cc1 | 5% | 2µM* | ? | 2.2µM* | · | -10% | ?
Cc1[nH]n(-c2cccc(Cl)c2)c(=O)c1C=NCc1ccco1 | 5% | 2µM* | 2% | 1.1µM* | 2% | ? | 1%

3 neighbouring compounds out of the list so far, for reference:
SMILES	VP16 counter	MBNL1 CUG block	NPC1 prom act	BRCA1 expr up	MLL CXXC-DNA inh	Rab9 promoter act	ELG1 genotox	FLuc modulator	uPA generation	RORg inh	p53 reactivator
Cc1ccc(CCNC(=O)CCNS(=O)(=O)c2ccc3c(c2)c(=O)n(C)c(=O)n3C)cc1	-11%	-5%	2%	2%	1%	-2%	-2%	-1%	12%	24%	-18%
CC(=O)Nc1ccc(NC(=O)C2CCCN2C(=O)NCc2ccccc2)cc1 (configuration not stated)	7%	-4%	0%	-12%	6%	-5%	-1%	1%	4%	-18%	5%
Cc1ccc(S(=O)(=O)NNc2ccccc2)c(C)c1	-16%	·	-3%	-2%	27%	-1%	-3%	8%	7%	-6%	0%

(further entries)
SMILES	VP16 counter	MBNL1 CUG block	NPC1 prom act	BRCA1 expr up	MLL CXXC-DNA inh	Rab9 promoter act	ELG1 genotox	FLuc modulator	uPA generation	RORg inh	p53 reactivator
c1csc(-c2nc(NCCCN3CCOCC3)c3ccccc3n2)c1	-12%	-5%	2%	-6%	23%	0%	-9%	-2%	·	12%	-8%
O=C(Nc1ccc(C(=O)c2ccccc2)cc1)c1ccccc1	23%	-1%	3.5µM*	79%	-5%	2µM*	?	11µM*	1%	25%	?
Nc1nonc1-n1nnc(C(=O)N/N=C/c2ccccc2Cl)c1CSc1ccccc1	-7%	3%	0%	-56%	0%	-5%	-3%	-9%	-5%	36%	1%
O=C(O)c1cncc(Br)c1	1%	0%	-4%	3%	8%	-3%	-1%	-3%	2%	11%	1%
Cc1cc(-c2nc3ncccc3o2)ccc1NC(=S)NC(=O)c1ccco1	5%[10 µM]	-4%	-4%	-6%	1%	0%	3%	0%	-2%	-21%	4%
O=C(NC(=S)NCCC1=CCCCC1)c1ccc(Br)o1	?	-6%	21%	77%	-2%	?	12%	?	2%	4.5µM*	13%
Cn1c(=O)n(C)c2cc(/C=N/NC(=O)c3ccc(Cl)cc3)ccc21	6%	9%	-5%	-1%	-2%	2%	5%	-1%	2%	-2%	-1%
Cc1c([N+](=O)[O-])cc(S(=O)(=O)Nc2ccncc2)cc1[N+](=O)[O-]	3%	?	-1%	-3%	?	1%	0%	1%	7%	7%	7%
O=C(NC1CCCC1)C1CC(=O)N(c2ccccc2)C1 (configuration not stated)	-8%	-8%	-2%	6%	20%	-9%	-4%	2%	1%	11%	7%
Cc1ccc(CN2C(=O)C(C)(C)Oc3ccc(C(=O)N4CCCCC4)cc32)cc1	5%	-3%	-3%	-51%	16%	1%	-2%	1%	4%	23%	-30%[inhibitor]
Clc1cccc(Cl)c1-c1noc(CN2CCOCC2)n1	-4%	·	7%	33%	-8%	9%	1%	2%	11%	26%	2%
